Screening results as filed in PubChem.
CSN inh: blocks human CSN-mediated cullin deneddylation; Q92905; Purified CSN, SCF-Nedd8-OG deneddylation, fluorescence polarization; inhibition, % at 12.5 µM; hit rate 0.38% among 360,000;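 active means pattern-corrected inhibition above about 35%, with an unprinted fluorescence ratio check between 0.5 and 1.5, limit read from the data, passing the limit was not always enough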;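 further: 0% = enzyme with substrate and 100% = substrate without enzyme; some results filed as inactive read as strong as hits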
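Schedule: reaction 90 min, room temperature / Assay system: HEK293T-derived human Csn5 enzyme / Input: Csn5 at 0.24 nM final / Measure: inhibition of Csn5 cleavage, % / Control set: substrate-only high control, full reaction low control / Technique: fluorescence polarization of the substrate / Buffer or medium: Tris/NaCl/DTT buffer, pH 7.5 / Reagent: SCFSkp2-Nedd8OG substrate at 10 nM final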
SKN-1 inh: C. elegans SKN-1 inhibition. C. elegans VP596 Pgst-4::GFP/RFP ratio, acrylamide-induced, 24 h. inhibition, % at 21.8 µM. hit rate 0.49% among 360,000. AID 624304;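 active means interference check ratio from 0.5 to 1.5 plus GFP to RFP signal ratio inhibition reaching or exceeding a fixed threshold, cut at about 30% in these data, passing the limit was not always enough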; further: some compounds called inactive have numbers as strong as hits
PABP1 MLLE inh: inhibitors of microRNA-mediated deadenylation, human PABP1 MLLE binding; P11940; GST-MLLE / FITC-PAM2 fluorescence polarization; inhibition, % at 20 µM; hit rate 0.36% among 360,000; AID 588489; in the data active means inhibition above about 35%, passing the limit was not always enough;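 further: plate controls were DMSO wells with GST-MLLE for no effect and wells lacking GST-MLLE protein for full effect; some results filed as inactive read as strong as hits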
Rin1-Abl PPI inh: human Rin1-Abl interaction inhibition | P00519+Q13671 | TR-FRET Rin1/Abl binding, biochemical | inhibition, % at 7.35 µM | hit rate 0.4% among 360,000; in the data active means inhibition above about 5%, passing the limit was not always enough
NadD inh: NadD (S. aureus) enzyme inhibition | purified NadD enzyme, colorimetric absorbance read-out | inhibition, % at 20 µM | hit rate 0.78% among 360,000 | AID 602399; in the data active means inhibition above about 26%; further: some compounds past the cut are filed as inactive
MT1-MMP act inh: blocks activation of human MT1-MMP | P50281 | HT1080 RFP-PRO-GFP cells, GFP/RFP ratio fluorescence, overnight; percent of plate control window, DMSO zero | hit rate 0.061% among 360,000 | GFP/RFP ratio change, % at 20 µM;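 active means GFP/RFP ratio change of at least 30% with cell ATP level not reduced by more than half and red fluorescence within 50% of control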; further: strong numbers were not always called active
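Test system: HT1080 RFP-PRO-GFP cells; Benchmarks: DMSO and RFP-L50D-GFP cell wells; Timing: cells overnight before dosing, compound overnight, 37 °C, 5% CO2; Compound: one 20 µM compound dose with 1% DMSO; Read-out: GFP/RFP fluorescence ratio.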
Neddylation inh: blocks human cullin neddylation; P61081+Q13564; TR-FRET cullin neddylation, biochemical; calls only at 25 µM; hit rate 0.58% among 360,000; AID 651699; in the data active means inhibition above about 36%
Rpn11 inh: Rpn11 (human) deubiquitinase inhibition | hit rate 0.59% among 360,000 | AID 588493 | calls only at 20 µM | O00487 | human 26S proteasome, Ub4-pepOG fluorescence polarization; 20S core pre-blocked with epoxomicin;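 active means inhibition at 20 µM, scaled to each plate's controls, above about 33%, limit read from the data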
FAS TE block: inhibitors of human fatty acid synthase thioesterase domain; P49327; recombinant FAS-TE, OMFH fluorogenic substrate, fluorescence endpoint; inhibition, % at 15 µM; hit rate 0.67% among 360,000;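 active means compounds whose normalised, plate-corrected inhibition of enzyme fluorescence in the single-dose primary screen is 50% or more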;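 further: 0% = DMSO with enzyme and 100% = substrate without enzyme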
An asterisk follows results filed as active; i = inactive; x = no result given.

SMILES	CSN inh	SKN-1 inh	PABP1 MLLE inh	Rin1-Abl PPI inh	NadD inh	MT1-MMP act inh	Neddylation inh	Rpn11 inh	FAS TE block
CCOc1ccccc1OCC(=O)NCc1ccco1	5	9	-1	0	-2	0	i	i	-8
COC(=O)c1ccc(CNC(=O)COC(=O)CC23CC4CC(CC(Br)(C4)C2)C3)cc1	-18	9	0	-1	-5	4	i	i	24
Cc1cccc(C)c1NC(=O)CN(C)C(=O)CCC(=O)c1ccccc1	-1	1	-6	0	3	0	i	i	-4
Cc1ccc2nc(NC(=O)C3CCN(S(=O)(=O)c4cc([N+](=O)[O-])ccc4Cl)CC3)sc2c1	2	7	-5	-4	31*	-5	i	i	35
O=C(COc1ncnc2ccccc12)NCCC1=CCCCC1	0	4	-2	-4	-1	1	i	i	-4
CCOC(=O)C1=C(COC(=O)c2cccs2)NC(=O)NC1C (centres undefined)	5	5	2	-1	-2	1	i	i	-6
COC(=O)Cc1cc(=O)oc2cc(O)ccc12	6	8	-4	3	-7	0	x	i	-8
C#CC(CC)(CC)NC(=O)NC1CCCCC1	0	1	2	-3	-4	-3	i	i	-4
Cc1cccc2cc(C#N)c(NCCNC(=O)NC3CCCCC3)nc12	-3	-10	-4	1	7	0	i	i	1
COc1cccc(CNC(=O)c2cc3ccccn3n2)c1	3	-3	2	0	-2	-2	i	i	-2
COc1ccc(/C(O)=C2\C(=O)C(=O)N(c3cc(C)on3)C2c2ccccc2OC)cc1C (centres undefined)	2	-17	-4	-4	14	-1	i	i	-11
O=S(=O)(c1cccs1)N1CCN(c2ccc(Cl)cc2)CC1	-1	24	-13	0	2	2	i	i	26
C/C=C(\C)C(=O)Nc1cccc(C2=NOC3(C2)C[C@@H](C(N)=O)N(C(=O)c2ccccc2C(=O)c2ccccc2)C3)c1 (some centres undefined)	4	10	-23	0	8	-3	i	i	0
C=C1c2cc(C)c(C)cc2NC(=O)N1c1ccccc1	-6	1	0	-2	3	-3	i	i	-5
CC(=O)C[C@H](O)CC(=O)[C@@H]1OC(=O)CCCCCc2ccccc21	-4	9	2	2	-5	1	i	i	-8
O=C(CSc1ccc2c(c1)OCCO2)Nc1ccccc1	-3	19	22	2	2	1	i	i	2
CC(C)(C)C(=O)Nc1nc(=S)ss1	0	-18	27	-8	1	3	i	i	0
O=C(CSc1nc2ncccc2[nH]1)NC1CCCCC1	-5	-1	11	0	2	-1	i	i	-3
O=S(=O)(c1ccc(N2CCCC2)nc1)N1CCOCC1	4	-13	3	-3	3	-24	i	i	-10
COc1ccc(C(=O)NC(=S)Nc2ccc(CN3CCOCC3)cc2)cc1Cl	3	-2	14	-2	-6	4	i	i	14

Some of these compounds in order of the SKN-1 inh value, largest number first:
SMILES	CSN inh	SKN-1 inh	PABP1 MLLE inh	Rin1-Abl PPI inh	NadD inh	MT1-MMP act inh	Neddylation inh	Rpn11 inh
COC(=O)c1ccc(CNC(=O)COC(=O)CC23CC4CC(CC(Br)(C4)C2)C3)cc1	-18	9	0	-1	-5	4	i	i
COC(=O)Cc1cc(=O)oc2cc(O)ccc12	6	8	-4	3	-7	0	x	i
Cc1ccc2nc(NC(=O)C3CCN(S(=O)(=O)c4cc([N+](=O)[O-])ccc4Cl)CC3)sc2c1	2	7	-5	-4	31*	-5	i	i
Cc1cccc(C)c1NC(=O)CN(C)C(=O)CCC(=O)c1ccccc1	-1	1	-6	0	3	0	i	i

Following part:
SMILES	CSN inh	SKN-1 inh	PABP1 MLLE inh	Rin1-Abl PPI inh	NadD inh	MT1-MMP act inh	Neddylation inh	Rpn11 inh	FAS TE block
Cn1c(N)c(C(=O)COC(=O)Cc2ccc(Cl)cc2Cl)c(=O)n(C)c1=O	3	1	6	3	-2	2	i	i	2
CCNC(=O)CC1C(=O)N(c2ccccc2)C(=O)N1CCC(C)C (centres undefined)	-3	3	-8	0	-2	-3	i	i	-4
Cc1ccc(NC(=O)C2CCN(C(=O)NC3CCCCC3)CC2)c(C)c1	2	-18	4	0	-5	-1	i	i	-12
CCCc1cc(NCc2ccccn2)n2nc(C)c(-c3ccccc3)c2n1	3	9	-9	-1	-1	1	x	i	30
COc1ccccc1NC(=S)NC12CN3CN(CN(C3)C1)C2	-5	10	-13	2	-2	0	i	i	-2
Cc1ccc(S(=O)(=O)N(C)C)cc1NC(=O)COC(=O)Cc1n[nH]c(=O)c2ccccc12	-3	9	-7	-1	4	0	i	i	-2
COCC(=O)Oc1c(S(=O)(=O)c2ccccc2)c(C)nn1C(C)(C)C	2	1	5	-1	-4	-3	i	i	-2
O=C(CSCc1ccc(Cl)cc1)NN=C1CCCC1	-9	-14	8	-3	-1	0	i	i	-9
Cc1ccc(NC(=O)COC(=O)CNC(=O)c2ccc3ccccc3c2)c([N+](=O)[O-])c1	1	5	0	-5	-4	3	i	i	6
COc1ccc(CCNS(=O)(=O)c2cn(C)nc2C)cc1	-2	10	-2	1	-2	-5	i	i	-4
COc1ccc(CCNC(=O)CSc2nnc(C(C)N(C)C)n2Cc2ccccc2)cc1OC (centres undefined)	-4	-4	15	-4	-1	4	i	i	-2
CCn1c(CNC(=O)COc2ccc(C(C)C)cc2)nnc1SCC(=O)Nc1ccccc1C(C)C	2	-10	-77	2	3	-1	i	i	5
O=C1C=CC(O)(c2cc(=O)c3c(O)cc(O)cc3o2)C=C1	7	-5	4	5	2	-5	i	i	-5
CC(=O)Nc1ccc(S(=O)(=O)N2CCN(Cc3cccc([N+](=O)[O-])c3)CC2)cc1	-8	3	10	1	-1	4	i	i	10
COc1ccc(C2=NOC(Cn3nc(-c4ccccc4)cc3C(=O)NCc3ccccc3OC)C2)cc1 (centres undefined)	4	-4	9	3	-5	-1	i	i	41
CC(=O)Nc1ccc(S(=O)(=O)NCCC(=O)OCC(=O)NC(C)c2ccc(Cl)cc2)cc1 (centres undefined)	-3	5	-13	5	0	-1	i	i	-2
COc1ccc(C(c2c(NC(C)=O)sc3c2CCCC3)N2CCN(CCO)CC2)cc1OC (centres undefined)	1	2	19	4	4	1	i	i	-4
S=c1nc[nH]c2c1sc1nc(N3CCOCC3)c3c(c12)CCCC3	-2	6	-2	-4	33*	-5	i	i	11
CCc1n(CC(O)COCC2CC=CCC2)c2ccccc2[n+]1C (centres undefined)	-9	3	-79	-1	0	-1	i	i	-2
CN(C(=O)c1cccc(NC(=O)Cc2ccc(NC(=O)C3CCCN(C(=O)C4CCCC4)C3)cc2)c1)C1CCC1 (centres undefined)	-4	26	-3	2	0	1	i	i	-7
Cn1c(O)c(N=Nc2ccccc2[N+](=O)[O-])c2ccccc21	-1	-9	4	1	2	-1	i	i	0
O=C(COC(=O)c1cccs1)c1ccc2ccccc2c1	-4	-19	-4	1	-2	7	i	i	28
CC(C)CC(=O)Nc1ccc(C(=O)NNC(=S)NC(=O)C2CCCCC2)cc1	1	-1	17	-1	9	3	i	i	-5
Cc1ccc(S(=O)(=O)NC(CC(=O)O)c2ccccc2)c(C)c1 (centres undefined)	5	-6	0	1	4	0	i	i	-6
COc1ccc(NC(=O)C2(C)CCN2C)cc1OC (centres undefined)	-1	18	4	-1	1	-4	i	i	-10
Cc1cccc(OCC(=O)Nc2cccc(O)c2)c1	-6	-10	3	3	3	3	i	i	-8
CCC(NC(=O)Nc1cc(C)on1)(C(F)(F)F)C(F)(F)F	1	1	4	-3	-3	-1	i	i	-3
COCC(=O)c1[nH]c2ccccc2c1C	2	-11	-8	1	-2	-1	i	i	-6
CCN(CC(=O)Nc1c(F)cccc1F)C(=O)c1ccc(-n2cncn2)c([N+](=O)[O-])c1	-4	16	7	4	-2	2	i	i	-9
Cc1ccc(Oc2nnc(-c3ccccc3)c3ccccc23)cc1	5	-14	-8	-2	6	14	i	i	18
CC(C)CC(=O)Nc1ccc(C(=O)COC(=O)C2=COCCO2)cc1	-5	-2	-4	0	-2	0	i	i	-5
CC(=O)N1CCN(C(=O)c2cc(-c3ccc(C)o3)nc3ccccc23)CC1	2	9	11	-1	-3	-1	x	i	-9
O=Cc1cccn1-c1nccc(-c2ccco2)n1	2	0	9	-1	1	0	i	i	-2
O=C(Nc1cccc(Cl)c1)c1cncn1-c1ccc(F)cc1	1	13	-7	1	4	2	i	i	4
O=C(/C=C/c1ccccc1)N1CCN(CCN2C(=O)c3cccc4cccc(c34)C2=O)CC1	2	0	-9	-2	5	-5	i	i	11
Cc1ccc(C)c(NC(=S)N(CCc2ccncc2)C(C)C)c1	-1	4	-18	2	-3	-2	i	i	-5
CCNS(=O)(=O)c1ccc(S(=O)(=O)N(Cc2ccccn2)C2CCCCC2)cc1	3	3	5	-3	-6	4	i	i	0
COc1ccc(N(CC(=O)NCc2ccccc2C)S(=O)(=O)c2ccccc2[N+](=O)[O-])c(OC)c1	-13	1	5	0	-6	x	i	i	15
COc1cccc2c1SCc1ccccc1C2CC(N)=O (centres undefined)	5	4	17	2	-4	-1	i	i	-7
O=C(NCCc1ccc(Cl)cc1)c1ccc(Br)s1	-1	-4	12	-3	-1	0	i	i	6
COc1ccc(C2=NOC(C(=O)NCc3cccnc3)C2)cc1 (centres undefined)	-1	6	-6	-2	-2	1	i	i	0
COCCCN(C(=S)Nc1cc(Cl)cc(Cl)c1)C(C)c1ccncc1 (centres undefined)	2	6	22	0	0	2	i	i	-26
CCOc1ccc(OCC(=O)Nc2ccccc2C(F)(F)F)cc1	-12	-3	-5	4	-3	7	i	i	12
Cc1ccc(Cn2cccc2/C=C2/C(=N)N3C=CSC3=NC2=O)cc1	4	-2	-4	-2	1	-14	i	i	-10
O=C(c1cccc(Br)c1)N1CCN(c2cnn(-c3ccccc3)c(=O)c2Cl)CC1	6	13	-2	1	-2	-1	i	i	-6
O=C(Nc1nc2c(F)cc(F)cc2s1)C1CCN(C(=O)c2ccc(F)cc2)CC1	3	-6	-15	1	5	-1	i	i	-3
Cc1nn2c(-c3ccccc3)ccnc2c1-c1ccccc1	-1	11	-5	-2	-7	-3	i	i	17
COc1ccc(NC(=O)CSc2nccn2Cc2ccc(F)cc2)cc1	3	3	-40	2	-8	1	i	i	2
Cc1c(Cl)cccc1NC(=O)c1ccccc1-c1ccccc1C(=O)O	3	-2	7	0	-6	-2	i	i	-5
CN(CCCC(=O)O)S(=O)(=O)c1ccc2c(c1)C(=O)c1cc(S(=O)(=O)N(C)CCCC(=O)O)ccc1-2	5	-18	-3	-1	-4	-2	i	i	-4
COC(=O)Oc1ccc(/C=N/NS(=O)(=O)c2ccccc2)cc1OC	1	-21	-42	1	-1	1	i	i	-6
CC(C)(C)OC(=O)N1CCC[C@H]1C(=O)Nc1ccc(S(=O)(=O)C(F)F)cc1	1	-5	-4	3	0	1	i	i	-5
COCCn1c(=O)[nH]c2cc(C(=O)Nc3cccc(F)c3)ccc2c1=O	1	4	-6	-1	-2	11	i	i	-4
C#CC[N+]1(CC#Cc2ccc(C)cc2)CCCCC1	7	7	5	-1	10	1	i	i	-11
Cn1ccnc1SCC(=O)c1ccc(Cl)cc1	0	-11	13	-1	-1	1	i	i	-5
Fc1ccccc1NC(=S)N1CCN(Cc2ccccc2)CC1	-6	8	-68	1	-4	7	i	i	-10
